Bioassay records (PubChem BioAssay)
S100A4 inh HTS – S100A4-myosin IIA interaction inhibition | inhibition, % at 10.7 µM | P26447 | AID 652163 | hit rate 0.14% among 360,000 | S100A4/TAMRA-MyoIIA peptide fluorescence polarization;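 active means mean inhibition of at least 70% across replicates, with every replicate also reaching that level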
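Material: S100A4 monomer protein / Buffer or medium: 50 mM HEPES pH 7.2, 10 mM CaCl2, 100 mM KCl / Times: 5 min incubation before reading / Benchmarks: neutral control DMSO, positive control TFP / Reagent: labelled myosin peptide probe, 5 nM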
XiGFP reactiv – X-chromosome reactivation activator. XiGFP mouse fibroblasts, % GFP-positive cells imaging, 3 d; cells co-treated with 5-aza-dC sensitizer; scaled so ellipticine positive control = 100%. activation, % at 7.58 µM. hit rate 0.055% among 360,000;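 active means mean normalized replicate activation at least 10% and every replicate at or above 10%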;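 further: 0% = median of on-plate neutral control wells and 100% = ellipticine 6 µM median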
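Material: SV40-immortalized XiGFP fibroblast cells, line 68-5-11 | Buffer or medium: DMEM containing 5-aza-dC | Dosing: One concentration, pinned | Times: 3 d treatment, 15 min room-temperature fixation | Controls: Ellipticine 6 µM positive control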
esBAF inh – inhibitors of esBAF chromatin remodeling in mouse ES cells. Bmi1-luciferase knock-in reporter, 24 h; 100% = twice the neutral-well signal. AID 602393. reporter increase, % at 12.5 µM. hit rate 2% among 350,000; in the data active means activation above about 40%;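 further: 0% = median of the plate's neutral control wells and 100% = double that signal; a rise in the Bmi1 reporter signal indicates esBAF inhibition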
RAD54 branch – inhibitors of human RAD54 branch migration; Q92698; RAD54 Holliday junction branch migration, FAM/BHQ fluorescence; inhibition, % at 10.4 µM; hit rate 0.14% among 360,000; AID 602329;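 active means mean normalized replicate activity at least 40 and at least half of replicates scoring 40 or more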;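 further: 0% = median of neutral control wells and 100% = median of positive control wells; inhibitors cause a drop in the FAM fluorescence signal; in these data hits start at about 50%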
ERp5 block – blocks human ERp5 reductase activity on insulin; Q15084; ERp5 insulin aggregation, absorbance 650 nm, 90 min; inhibition, % at 9.99 µM; hit rate 0.05% among 350,000;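 active means mean replicate inhibition above about 25%, with every replicate also reaching it, limit read from the data, passing the limit was not always enough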
RAD52 anneal inh – inhibitors of human RAD52 DNA annealing; recombinant RAD52 DNA annealing, FRET fluorescence; inhibition, % at 18.7 µM; hit rate 0.46% among 360,000; AID 651710;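 active means every replicate showing at least 50% inhibition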
E-sel inducer – E-selectin induction on HUVECs; HUVEC E-selectin immunofluorescence imaging; normalized: neutral wells 0, TNF-alpha wells 100; hit rate 0.37% among 260,000; activation, % at 7.58 µM;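 active means mean E-selectin-positive cell signal at least 10% of the positive control, reached in at least 60% of replicates, without over 20% cell loss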;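 further: in these data hits start at about 27%; measured in HUVEC primary endothelial cells; signal is the percent of cells scored E-selectin positive by PE staining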
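System: HUVEC, human umbilical vein endothelial cells; quantity: 3,000 cells/well; buffer or medium: EGM-2 medium, gelatin-coated wells; dosing: single-point compound dose; detection: immunofluorescence imaging; evaluation: % PE-positive cells; benchmarks: TNF-alpha, DMSO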
ERAP1 inh – inhibitors of human ERAP1 aminopeptidase. Q9NZ08. recombinant ERAP1, Leu-AMC fluorescence, 60 min. inhibition, % at 10.7 µM. hit rate 0.15% among 340,000. AID 652197;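 active means mean replicate inhibition of at least 30%, or all replicates individually reaching that 30% level; inactive means mean below 30% and not every replicate reaching it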;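 further: 0% = neutral control wells and 100% = L-leucinethiol positive control wells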
Target sequence (Q9NZ08 whole entry, looked up): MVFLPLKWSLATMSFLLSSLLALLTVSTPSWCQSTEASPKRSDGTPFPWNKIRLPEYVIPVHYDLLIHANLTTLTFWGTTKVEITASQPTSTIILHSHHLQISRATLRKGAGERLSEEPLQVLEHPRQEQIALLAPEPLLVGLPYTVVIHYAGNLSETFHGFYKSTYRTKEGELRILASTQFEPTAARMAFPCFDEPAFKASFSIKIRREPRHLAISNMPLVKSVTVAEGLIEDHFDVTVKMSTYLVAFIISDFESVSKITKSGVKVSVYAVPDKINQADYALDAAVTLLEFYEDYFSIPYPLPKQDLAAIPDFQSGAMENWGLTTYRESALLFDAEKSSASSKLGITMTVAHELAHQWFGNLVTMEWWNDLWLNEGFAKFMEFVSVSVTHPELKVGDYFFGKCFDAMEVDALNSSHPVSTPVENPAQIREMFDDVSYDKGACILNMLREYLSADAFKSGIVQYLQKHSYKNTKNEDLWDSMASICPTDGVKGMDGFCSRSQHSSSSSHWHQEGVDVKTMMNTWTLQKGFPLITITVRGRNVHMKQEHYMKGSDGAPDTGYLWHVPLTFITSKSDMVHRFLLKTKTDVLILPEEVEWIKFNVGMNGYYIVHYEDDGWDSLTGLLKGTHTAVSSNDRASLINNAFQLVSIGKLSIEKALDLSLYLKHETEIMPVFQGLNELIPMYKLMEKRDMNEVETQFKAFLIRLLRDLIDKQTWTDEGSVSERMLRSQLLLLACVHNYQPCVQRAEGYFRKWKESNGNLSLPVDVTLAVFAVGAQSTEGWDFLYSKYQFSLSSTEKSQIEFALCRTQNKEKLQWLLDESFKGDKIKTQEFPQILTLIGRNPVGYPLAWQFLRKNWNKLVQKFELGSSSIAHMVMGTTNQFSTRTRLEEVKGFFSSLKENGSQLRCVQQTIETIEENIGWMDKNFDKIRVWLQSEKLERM
An asterisk follows results filed as active; nt = not tested or not shown; & = joins results of further samples.

Results follow in this order: S100A4 inh HTS | XiGFP reactiv | esBAF inh | RAD54 branch | ERp5 block | RAD52 anneal inh | E-sel inducer | ERAP1 inh
1. CCc1nc2ccc(C(=O)N3CCN(S(=O)(=O)CC)CC3)cn2c1N(CC)CCN(C)C
 : -1 | 0.1 | 0 | 1 | 3 | -17 | -0.1 | 1
2. C[C@H]1CCCCO[C@H](CN(C)Cc2ccccc2)[C@@H](C)CN([C@@H](C)CO)C(=O)c2cc(NS(=O)(=O)c3cccs3)ccc2O1
 : 4 | 0.0 | -7 | 4 | 12 | 21 | nt | 3
3. [N-]=[N+]=N[C@@H](CCN1CC[C@H](NC(=O)OCc2ccccc2)CCC1=O)c1ccccc1
 : -2 | 0.0 | 0 | -1 | 0 | 4 | nt | 1
4. CO[C@@H]1CN(C)C(=O)c2cc(NS(=O)(=O)c3cccc(Cl)c3)ccc2OC[C@H](C)NC[C@H]1C
 : 42 | 0.3 | 3 | 5 | -4 | -7 | 0.1 | 0
5. O=C(c1cc(-c2ccc(F)cc2)nc2ccccc12)N1CCN(C2CCS(=O)(=O)C2)CC1 (configuration not stated)
 : -1 | -0.4 | 32 | -27 | 2 | -3 | nt | 14
6. C/C(=N\NC(=O)CNc1ccccc1)c1ccccc1
 : 1 | 0.0 | nt | nt | 7 | -5 | nt | -4
7. C[C@@H]1CN([C@@H](C)CO)S(=O)(=O)c2ccc(-c3ccccc3)cc2O[C@@H]1CN(C)C(=O)c1ccc2c(c1)OCO2
 : -1 | 0.0 | -15 | -5 | -4 | 5 | 0.1 | 1
8. COc1cccc(NC(=O)N2C[C@@H](O)COC[C@@H]3O[C@@H](CC(=O)NC4Cc5ccccc5C4)CC[C@H]32)c1
 : 0 | 0.1 | -1 | 2 | -1 | -4 | 0.2 | nt
9. O=C(CSc1nnc2n1CCCN2)c1ccc([N+](=O)[O-])cc1
 : 1 | 0.0 | 6 | nt | 2 | 7 | 1.6 | 2
10. CCN(CC)S(=O)(=O)c1ccc(OC)c(NS(=O)(=O)c2cccc(C(=O)O)c2)c1
 : -4 | 0.0 | nt | nt | -5 | -12 | 2.5 | -4
11. CCCCc1nc2ccccc2c(N)c1CCC (tested in a mixture with another compound)
 : -5 | 0.0 | nt | nt | -5 | -3 | nt | 1
12. C[C@H]1CN([C@@H](C)CO)C(=O)c2cccc(NC(=O)c3nc4ccccc4s3)c2O[C@H]1CN(C)S(C)(=O)=O
 : -16 | -0.2 | -1 | 6 | 21 | -1 | nt | 1
13. CC1CC(C)(C)CC2(C1)NC(=O)N(CC(=O)N1CCN(S(=O)(=O)c3cccc(Cl)c3Cl)CC1)C2=O (configuration not stated)
 : -1 | -1.0 | 3 | 2 | 0 | -9 | 0.3 | 0
14. Cc1cccc(C)c1-n1nnnc1C(CCc1ccccc1)N1CCN(C/C=C/c2ccccc2)CC1 (configuration not stated)
 : 1 | 0.0 | -3 | 11 | 0 | -15 | nt | nt
15. C[C@@H](O)C#Cc1ccc2c(c1)O[C@H](CN(C)C(=O)Nc1ccccc1)[C@@H](C)CN([C@@H](C)CO)S2(=O)=O
 : -1&8&1 | 0.0&-1.2 | -3&1&3 | -4&-2 | -3&12&4 | -3&-10&-4 | -0.3&0.2 | -1&0&0
16. Cc1c(N)cc(N)cc1C(=O)O
 : 12 | -0.2 | nt | -36 | -2 | -155 | nt | -4
17. COc1ccc(-c2csc(NC(C)c3nc4cc(Cl)c(Cl)cc4n3CCOCCO)n2)cc1 (configuration not stated)
 : -7 | 0.0 | 11 | 2 | -10 | -15 | 0.4 | 1
18. O=C(Nc1ccccc1F)N1CCCCN2[C@H](C1)[C@@H](c1ccc(C3=CCCC3)cc1)[C@@H]2CO
 : -8 | 0.2 | 2 | -1 | -3 | -22 | 1.1 | 3
19. CC1=C/C(=N\OS(=O)(=O)c2ccccc2)C(C)=CC1=O
 : 5 | nt | nt | 1 | 0 | 1 | nt | 3
20. C[C@@H](O)C#Cc1ccc2c(c1)O[C@@H](CN(C)Cc1ccccn1)[C@@H](C)CN([C@@H](C)CO)S2(=O)=O
 : -20 | -0.1 | 1 | -6 | -1 | 7 | 0.0 | 1
21. CCOC(=O)[C@@H]1[C@H]2COc3ccccc3[C@@H]2N2C(=O)N(c3cccc(F)c3)C(=O)[C@@]12C
 : 0 | 0.0 | -4 | 4 | 6 | -11 | -0.1 | 0
22. O=[N+]([O-])c1ccc2cccnc2c1
 : 0 | 0.2 | 1 | -2 | 0 | 3 | -0.1 | 5
23. Cc1noc(C)c1NC(=O)Nc1ccc2c(c1)C(=O)N([C@@H](C)CO)C[C@@H](C)[C@H](CN(C)C(=O)Nc1cccc3ccccc13)OCCCC[C@@H](C)O2
 : nt | 0.2 | 5 | 11 | nt | nt | -0.4 | nt
24. CC1(C(=O)NS(=O)(=O)c2ccccc2Cl)CCN1C(=O)CC1CCCCC1 (configuration not stated)
 : 3 | -0.2 | 3 | -3 | 0 | -4 | 0.0 | 6
25. CC(C)(C)C(=O)/C=C1\NC(=O)CS1
 : 2 | 0.0 | nt | nt | 1 | -7 | 3.8 | 9
26. C[C@H](CO)N1C[C@H](C)[C@H](CN(C)Cc2ccccn2)Oc2cc(-c3cccc(C#N)c3)ccc2S1(=O)=O
 : 8 | 0.0 | 11 | 1 | -6 | 5 | -2.3 | 0
27. CCCCCc1nnc(NC(=O)NS(=O)(=O)c2ccc(C)cc2)s1
 : 2 | 0.0 | -2 | 4 | 0 | -12 | nt | -1
28. COc1ccc(OC)c(CNC(=O)CCS(=O)(=O)c2ccc3c(c2)oc(=O)n3C)c1
 : 2 | 0.0 | -1 | 7 | 12 | -3 | nt | -2
29. O=C(C[C@H]1CC[C@@H]2NC[C@@H](O)COC[C@H]2O1)Nc1ccc(-c2ccccc2)cc1
 : nt | 0.2 | -6 | 14 | nt | nt | 0.2 | nt
30. COc1ccccc1Cc1c(-c2ccc(OC)c(OC)c2)nc2cc(C)c(Br)c(C)n12
 : 2 | 0.0 | nt | nt | 0 | -35 | 0.0 | nt
31. CC(C)c1ccc(NC(=O)c2cc(-c3cc(F)ccc3OCC3CCCO3)n[nH]2)cc1 (configuration not stated)
 : 1 | 0.1 | -5 | 13 | 9 | -2 | 0.1 | -2
32. CCC(=O)N1[C@H](CO)[C@H](c2ccccc2-c2cccc(C)c2)[C@@H]1C#N
 : -8 | 0.2 | nt | nt | 0 | 1 | 0.3 | 3
33. O=C(O)C[C@H]1C[C@@H]2c3cc(NC(=O)C4CCOCC4)ccc3O[C@@H]2[C@@H](CO)O1
 : nt | 0.0 | 2 | -5 | nt | nt | 0.3 | nt
34. NS(=O)(=O)c1cccc(C(=O)NC2CCSc3ccccc32)c1 (configuration not stated)
 : -8 | 0.1 | -4 | 7 | -2 | 2 | -0.2 | -1
35. O=C(Cn1cnc2c(nnn2-c2ccccc2)c1=O)NCCc1ccccc1
 : 3 | 0.0 | -6 | 7 | 10 | 10 | 0.6 | 7
36. COC(=O)C1=CN(Cc2ccc(F)cc2)C=C(C(=O)OC)C1c1cc(OC)c(OC)c(OC)c1
 : 4 | 0.0 | 15 | 6 | 1 | -12 | 0.5 | -8
37. Cn1c(/C=C/c2ccc(Cl)cc2)c([N+](=O)[O-])c(=O)n(C)c1=O
 : 2 | 0.3 | 16 | -2 | 2 | 9 | 0.0 | 1
38. Nc1cc(=O)[nH]c(SCC(=O)NC2CCCc3ccccc32)n1 (configuration not stated)
 : 7 | 0.6 | -4 | -3 | -2 | -7 | 0.0 | nt
39. CC1=NN(c2nc(-c3ccc(C)cc3)cs2)C(=O)C1N=Nc1cccc(C)c1 (configuration not stated)
 : -2 | 0.0 | nt | nt | 0 | -21 | nt | 1
40. N/C(=N\c1nc2ccccc2o1)NC(=O)c1cccc(Br)c1
 : -5 | -0.1 | nt | 2 | -1 | -9 | 3.2 | 1
41. COC(=O)c1cn(C)c2ccc(S(=O)(=O)N(C)C3CCCCC3)cc2c1=O
 : -1 | -0.1 | 3 | -8 | 3 | 1 | 0.0 | 4
42. Cc1ccc(S(=O)(=O)N2CCOC2CNC(=O)C(=O)NCc2ccccc2)cc1 (configuration not stated)
 : -1 | 0.1 | nt | 4 | 2 | 5 | 0.4 | 2

Of the compounds above, these contain an aryl methoxy group.
Results follow in this order: S100A4 inh HTS | XiGFP reactiv | esBAF inh | RAD54 branch | ERp5 block | RAD52 anneal inh | E-sel inducer | ERAP1 inh
8. COc1cccc(NC(=O)N2C[C@@H](O)COC[C@@H]3O[C@@H](CC(=O)NC4Cc5ccccc5C4)CC[C@H]32)c1
 : 0 | 0.1 | -1 | 2 | -1 | -4 | 0.2 | nt
10. CCN(CC)S(=O)(=O)c1ccc(OC)c(NS(=O)(=O)c2cccc(C(=O)O)c2)c1
 : -4 | 0.0 | nt | nt | -5 | -12 | 2.5 | -4
17. COc1ccc(-c2csc(NC(C)c3nc4cc(Cl)c(Cl)cc4n3CCOCCO)n2)cc1 (configuration not stated)
 : -7 | 0.0 | 11 | 2 | -10 | -15 | 0.4 | 1
28. COc1ccc(OC)c(CNC(=O)CCS(=O)(=O)c2ccc3c(c2)oc(=O)n3C)c1
 : 2 | 0.0 | -1 | 7 | 12 | -3 | nt | -2
30. COc1ccccc1Cc1c(-c2ccc(OC)c(OC)c2)nc2cc(C)c(Br)c(C)n12
 : 2 | 0.0 | nt | nt | 0 | -35 | 0.0 | nt
36. COC(=O)C1=CN(Cc2ccc(F)cc2)C=C(C(=O)OC)C1c1cc(OC)c(OC)c(OC)c1
 : 4 | 0.0 | 15 | 6 | 1 | -12 | 0.5 | -8
